# Compound activity as filed in PubChem BioAssay.
# Growth percent in the NCI-60 one-dose screen (48 h, 10 µM unless noted): 100 = growth as untreated, 0 = no growth, -100 = all killed.
# SR: SR leukemia cells; hit rate 8.7% among 73,000
# MCF7: MCF7 breast cancer | hit rate 6.3% among 82,000 | AID 1794796
# MDA-MB-231: MDA-MB-231 breast cancer; hit rate 5% among 81,000; AID 1794789
# MDA-MB-435: MDA-MB-435 melanoma; hit rate 7.8% among 82,000
# RPMI-8226: RPMI-8226 leukemia cells; hit rate 7.5% among 77,000; AID 1794781
# K-562: K-562 leukemia. hit rate 7.4% among 78,000
# MDA-MB-468: MDA-MB-468 breast cancer | hit rate 8.5% among 78,000 | AID 2202374
# MOLT-4: MOLT-4 leukemia cells | hit rate 6.9% among 80,000
# * marks the source's active call; other numbers are inactive results; x = no result given; & = joins results of further samples. The calls were made as follows: active = growth percent below 10; inactive = the rest.
# The line under a structure holds: SR	MCF7	MDA-MB-231	MDA-MB-435	RPMI-8226	K-562	MDA-MB-468	MOLT-4
O=C(/C=C/c1ccc(Cl)cc1)c1ccc(NC(=O)c2ccccc2CN2C(=O)c3ccccc3C2=O)cc1
    101	95	99	101	97	92	107	99
CC(C)CN1CCC(=O)NC1=O
    104	100	102	113	103	109	97	113
N#Cc1c(N)n2c(nc1=Nc1ccc(Cl)cc1)sc1cccc(Cl)c12
    x	78	65	12	69	57	61	70
NC(=O)Nc1nc(-c2ccccc2)no1
    93	105	116	111	112	88	106	105
CCCCCC(=O)N1c2ccccc2NC2=C(C(=O)CC(c3ccc(OC)c(OC)c3)C2)C1c1ccc(C(F)(F)F)cc1 (stereo not given)
    52	50	69	62	22	28	14	37
CCOC(=S)SCc1cc(=O)oc2ccc(OC)cc12
    44	70	103	103	57	55	78	102
C#CCOc1ncnc2sc3c(c12)CCN(C(=O)OCC)C3
    83	103	106	103	x	x	111	76
CCN(CC)Cc1cc([N+](=O)[O-])ccc1O
    130	109	110	106	115	132	100	117
Cn1cc([C@@H]2Nc3ccc4[nH]ncc4c3[C@H]3[C@H]4CCC(C4)[C@H]32)c(C(F)(F)F)n1
    x	25	62	-1.7*	47	16	53	29
Cc1cc(N(CCNc2ccnc3cc(Cl)ccc23)Cc2cccs2)nc(Cl)n1
    -23*	5.6*	-36*	-1.5*	-23*	-51*	-65*	-38*
C=CCn1c(SCC(=O)Nc2ccc(C(=O)/C=C/c3ccc(Cl)cc3)cc2)nnc1-c1cc(-c2ccc(S(N)(=O)=O)cc2)nc2ccccc12
    80	39	90	76	5.5*	71	90	66
Fc1ccccc1Cn1cc(CSc2nc3ccccc3s2)nn1
    85	90	103	101	105	89	110	92
O=C(O)c1ccc(-c2nn(-c3ccc(C(=O)O)cc3)cc2/C=N/NC(=O)c2ccncc2)cc1
    99	101	97	105	114	103	101	101
CCN(CC)c1ccc(/C=C/C(=O)c2cccc(NS(C)(=O)=O)c2)cc1
    -4.7*	23	43	23	x	x	35	8.8*
O=C1OCCN1CCn1ccnc1[N+](=O)[O-]
    107	103	111	103	112	100	111	111
O=C(CCCCCCN1CC(=O)N2[C@H](c3ccc(Cl)cc3)c3[nH]c4ccccc4c3C[C@@H]2C1=O)NO
    22	48	69	43	24	25	37	4.9*
CC(=O)OC(OC(C)=O)c1cc2c(cc1Cl)OCO2
    109	97	109	103	106	96	109	105
O=[N+]([O-])c1ccc(Oc2cc(Cl)c(Cl)cc2Cl)c(C(F)(F)F)c1
    100	98	96	96	97	94	100	87
COc1ccc(-c2cc(-c3cc(OC)c(OC)c(OC)c3)nc(N3CCOCC3)c2C#N)cc1
    x	74	75	74	64	47	76	57
CC(=O)OC/C=C/c1ccccc1
    85	94	104	103	110	102	100	97
O=C(Nc1ccc(Cl)cc1)C1=NCCCCN1
    116	82	98	73	96	42	111	95
COc1ccc(C(=O)Nc2cccc(C3CC(=O)c4c(cc(OC)c(OC)c4OC)O3)c2)cc1 (stereo not given)
    13	15	42	-47*	11	7.7*	-2.8*	14
O=C(NCc1ccccc1)c1ccc(C(=O)NCc2ccccc2)cc1
    110	105	93	101	104	110	76	107
CCN(CC)C(=O)N/C(N)=N/c1nc2ccccc2s1
    32	38	x	38	31	30	5.8*	-4.3*
COc1cc(/C=C/C(=O)N2CCN(C(=O)c3cc(OC)c(OC)c(OC)c3)CC2)ccc1OCCCN1C(=O)c2cccc3cccc(c23)C1=O
    x	90	101	96	22	79	102	50
CNc1ccc(N)cc1
    119	96	99	96	x	135	x	98
CCCCCCCCSCc1ccc(N)cc1
    x	94	77	100	77	101	94	68
CCn1c(SCCc2c[nH]c3ccccc23)nnc1-c1ccncc1
    105	95	108	107	102	102	105	112
CC(C)=C[C@H](O)[C@@H](O)[C@@H](CO)[C@H]1CC[C@@]2(C)[C@@H]3CC[C@H]4C(C)(C)[C@@H](O)CC[C@@]45C[C@@]35CC[C@]12C
    107	88	96	102	88	87	99	89
COc1ccc(C(=O)/C=C/c2cc3c(cc2Br)OCO3)cc1S(N)(=O)=O
    x	-1.6*	24	5.6*	-14*	x	24	x
CCC(=O)Oc1ccc(/C(=C(\C)c2ccccc2)c2ccc(OCCN(CC)CC)cc2)cc1
    44	38	90	76	68	23	82	66
COc1cc2cc(CN3CCN(c4nccc(-c5ccc(Cl)cc5)n4)CC3)c(=O)[nH]c2cc1OC
    63	76	90	94	79	68	99	68
COc1cc(NC(C)=O)c2ncccc2c1Br
    87	109	111	96	114	95	105	83
O=C1NCCC12CCN(c1c(Cl)cncc1-c1ccc(OS(=O)(=O)C(F)(F)F)cc1)CC2
    77	94	94	104	80	96	91	94
O=C1/C(=C\c2ccccc2)CN(C(=O)c2ccccc2)C/C1=C\c1ccccc1
    -33*	-37*	7.6*	-50*	-27*	2.4*	-49*	2.9*
CCCCCCn1cnc2c(=S)nc[nH]c21
    92	110	103	112	81	90	115	104
Clc1ccccc1CN1CCc2sccc2C1
    83	100	103	95	75	88	81	82
CC(C)(CO)C(O)C(=O)NCCS(=O)(=O)Nc1ccc(Br)cn1 (stereo not given)
    118	96	105	101	120	116	105	127
CN1CCN(Cc2ccc(NC(=O)c3cncc(C#Cc4cnc5ccc(NCCO)nn45)c3)cc2C(F)(F)F)CC1
    4.5*	-43*	1.5*	-6.9*	-15*	5.4*	-56*	3.2*
O=Cc1ccc([N+](=O)[O-])[nH]1
    99	101	97	103	100	100	91	103
COc1ccc(-c2cn(Cc3cc4ccccc4s3)nn2)cc1OCCN1CCCCC1
    1.4*	61	46	70	28	16	64	53
CSc1nnc2c3cc(Br)ccc3n(C)c2n1
    99	99	92	108	98	115	103	110
CN(c1nc(CC(=O)N2CC[C@H](C(C)(C)O)C2)nc2sc3c(c12)CCCC3)C1CC1
    119	91	106	98	97	107	104	104
COc1ccc(-c2cc(Cc3cc(OC)c(OC)c(OC)c3)c(=O)[nH]n2)cc1
    82	98	78	93	69	88	69	89
Cc1ccc(C(C(=O)O)c2ccc(C)cc2)cc1
    108	100	96	109	93	104	103	106
CCN1CCN(c2ccc(NC(=O)Nc3ccc(-c4cc(C(=O)NC(C)C)c5ncccc5n4)cc3)cc2C(F)(F)F)CC1
    x	-90*	-92*	-93*	-43*	x	-91*	x
O=c1c2cccc3c(N4CCOCC4)ccc(c32)c2nc3ccccc3n12
    84	24	82	104	82	80	-64*	91
CCCCNC(=O)N1C(=O)CCN1C
    91	93	107	103	104	90	103	86
Nc1nnc(-c2cc(=O)oc3ccc(Cl)cc23)o1
    106	90	92	104	95	93	111	102
CCCCCCN1C(=O)CN=C1Nc1ccc2cc3ccc(NC4=NCC(=O)N4CCCCCC)cc3nc2c1
    0.4*	1.0*	31	55	-23*	-12*	3.9*	9.8*
COc1ccc(-c2cc(C(=O)N=Nc3c(O)[nH]c4ccc(Cl)cc34)c3ccccc3n2)cc1OC
    103	88	91	119	119	109	99	118
Nc1nc(CN2CCc3ccccc32)nc2ccccc12
    74	100	98	113	88	66	x	74
Clc1ccc(-c2csc(=Nc3ccccc3)n2-c2cccc(-n3c(-c4ccc(Cl)cc4)csc3=Nc3ccccc3)c2)cc1
    88	77	105	95	63	88	65	88
Cc1ccc(-c2ccnc3c(N=Nc4ccc(S(N)(=O)=O)cc4)c(N)nn23)cc1
    91	92	96	102	94	98	87	111
Cc1[nH]c2c3c(c(O)cc2c1CO)[C@H]1C[C@@H]2[C@@]4(C)CCC[C@@](C)(CO)[C@@H]4CC[C@@]32C=C1C(C)C
    56	67	95	88	80	77	92	53
CN1C(=O)/C(=C\c2c(Cl)cccc2Cl)c2ccccc21
    34	69	87	7.2*	84	31	38	79
COC(=O)c1cc(OC)cc(OC)c1
    x	96	102	106	x	99	115	94
CCC1C[N+]2=C(c3cc(OC)c(OC)cc3CC2)c2c1cc1n2CCc2cc(OC)c(OC)cc2-1 (stereo not given)
    x	9.7*	46	5.5*	12	22	1.9*	41
COc1cc2oc(-c3cccc(C(=O)N[C@@H](C)C(=O)O)c3)cc(=O)c2c(OC)c1OC
    100	92	111	100	113	97	104	107
COc1cc(-c2ncc(-c3ccccc3)[nH]2)ccc1O
    52	77	101	129	66	100	74	84

# (listing goes on)
# The line under a structure holds: SR	MCF7	MDA-MB-231	MDA-MB-435	RPMI-8226	K-562	MDA-MB-468	MOLT-4
CCOc1ccc(N(C)c2ccc(/C=C/C3=[N+](C)c4ccccc4C3(C)C)cc2)cc1
    -27*	10	-56*	-51*	-20*	8.1*	6.3*	-25*
Clc1ccc(SSc2ccc(Cl)cc2)cc1
    104	75&102	62&107	100&94	58&102	100	96&96	99
CC(=O)O[C@]1(C)C[C@H](O)[C@]2(O)C=CO[C@H](O[C@@H]3O[C@H](CO)[C@@H](O)[C@H](O)[C@H]3O)[C@@H]21
    92	94	99	102	104	97	97	98
O=c1c2ccccc2nc(-c2ccccc2)n1-c1cc(C(F)(F)F)cc(C(F)(F)F)c1
    79	93	108	95	102	88	92	93
CCc1nc(C(N)=O)c(Nc2ccc(N3CCC(N4CCN(C)CC4)CC3)c(OC)c2)nc1NC1CCOCC1
    1.0*	26	20	52	28	16	70	17
O=C1CCCc2ccc3ccccc3c21
    115	104	112	103	105	108	95	117
Fc1ccc(-c2ccnc3c2c(-c2ccccc2)nn3-c2ccccc2)cc1
    107	92	111	98	111	96	98	91
O=C(CNc1ccc(O)cc1)Cn1cc(COc2ccc(C=Nc3cnc4ccccc4c3)cc2)nn1
    104	106	102	103	93	100	101	104
COC(=O)C1=CC=COc2oc3cc(C)cc(O)c3c(=O)c21
    95	90	116	96	106	94	115	85
CC1(CNC(=O)C(=O)NCC2(C)CO2)CO1 (stereo not given)
    45	79	90	95	88	88	86	62
COCCCNC1=C(C#N)C(=O)NC2(CCCC2)S1
    95	94	102	101	96	92	101	104
C#CCC(C)(O)/C=C/C1=C(C)CCCC1(C)C (stereo not given)
    107	98	99	103	x	x	87	101
Cc1cc(N/N=C/c2ccccn2)nc2c(C)cccc12
    90	76	72	85	82	94	82	75
Cc1nc(C)c(C(=O)NNC(=O)C[n+]2ccccc2)cc1C(=O)NNC(=O)C[n+]1ccccc1
    98	96	104	102	111	108	113	109
C=CCOC(=O)Oc1ccc(Cl)cc1
    100	97	98	107	101	113	95	122
CCCCCCCCCC(CCCCCCCCC)NCc1ccccc1
    76	90	95	94	108	73	89	99
C=C(C)COc1ccc(C)cc1
    106	105	105	82	x	109	105	106
OCCOc1cccc(OCCO)c1
    121	91	100	112	83	92	117	102
N#Cc1ccc(-c2nn(-c3ccc(C(=O)O)cc3)cc2CNc2cc(Cl)cc(Cl)c2)cc1
    36	27	80	40	22	44	43	16
O=C(CNc1ccc(-c2nc3ccccc3s2)cc1)Nc1ccc(F)cc1
    89	67	93	105	106	82	95	61
COC(=O)C1CCCN(S(=O)(=O)/N=C2\NC(=O)NC2=C(Cl)Cl)C1 (stereo not given)
    29	20	102	111	0.3*	11	33	96
CCN1CCN(C2C(=O)NC(c3cccc([N+](=O)[O-])c3)c3sc4c(F)cccc4c32)CC1 (stereo not given)
    91	99	101	103	95	89	108	90
OCC(c1ccccc1)c1ccccc1
    74	98	104	104	93	105	112	87
OCC(O)C(O)C(O)C(O)C(c1ccc(O)cc1)c1ccc(O)cc1 (stereo not given)
    95	96	97	116	99	104	117	110
COc1ccc2c(c1)CCC1C2=CCC2C(=O)OC(=O)C21C (stereo not given)
    98	93	97	103	102	109	103	105
CN(C)C(CNc1oc(-c2cccc3ccccc23)nc1C#N)c1ccco1 (stereo not given)
    69	88	107	97	88	75	97	70
O=C(Cc1ccc(/C=C/C(=O)c2nccs2)cc1)Nc1ccc(F)cc1
    103	83	117	99	93	x	99	99
CN(C)Cc1cc(C(C)(C)c2ccccc2)ccc1O
    109	104	93	115	98	90	92	103
COc1cc(-n2nc(C(=O)Nc3ccc(C(=O)NO)cc3)nc2-c2ccccc2)cc(OC)c1OC
    100	98	93	109	102	94	95	90
O=C1/C(=C\c2cn(C(=O)c3c(Cl)cccc3Cl)c3ccccc23)c2ccccc2N1C(=O)c1c(Cl)cccc1Cl
    x	85	74	112	75	85	126	84
O=C(Nc1ccccc1)OCCN1CCOCC1
    85	99	91	109	x	99	105	17
NC(=S)c1cnccn1
    100	98	101	107	100	105	97	x

# Filtered by structure, those above with a CF3 group
# The line under a structure holds: SR	MCF7	MDA-MB-231	MDA-MB-435	RPMI-8226	K-562	MDA-MB-468	MOLT-4
CCCCCC(=O)N1c2ccccc2NC2=C(C(=O)CC(c3ccc(OC)c(OC)c3)C2)C1c1ccc(C(F)(F)F)cc1 (stereo not given)
    52	50	69	62	22	28	14	37
Cn1cc([C@@H]2Nc3ccc4[nH]ncc4c3[C@H]3[C@H]4CCC(C4)[C@H]32)c(C(F)(F)F)n1
    x	25	62	-1.7*	47	16	53	29
O=[N+]([O-])c1ccc(Oc2cc(Cl)c(Cl)cc2Cl)c(C(F)(F)F)c1
    100	98	96	96	97	94	100	87
O=C1NCCC12CCN(c1c(Cl)cncc1-c1ccc(OS(=O)(=O)C(F)(F)F)cc1)CC2
    77	94	94	104	80	96	91	94
CN1CCN(Cc2ccc(NC(=O)c3cncc(C#Cc4cnc5ccc(NCCO)nn45)c3)cc2C(F)(F)F)CC1
    4.5*	-43*	1.5*	-6.9*	-15*	5.4*	-56*	3.2*
CCN1CCN(c2ccc(NC(=O)Nc3ccc(-c4cc(C(=O)NC(C)C)c5ncccc5n4)cc3)cc2C(F)(F)F)CC1
    x	-90*	-92*	-93*	-43*	x	-91*	x
O=c1c2ccccc2nc(-c2ccccc2)n1-c1cc(C(F)(F)F)cc(C(F)(F)F)c1
    79	93	108	95	102	88	92	93
